# Screening results (PubChem)
# KDM5B inh: KDM5B demethylase inhibition | Q9UGL1 | KDM5B demethylase, FDH-coupled NADH fluorescence (FDH is formaldehyde dehydrogenase) | Potency, µM (titrated, usually from 57.7 µM), inactives show at the top dose activity change, negative = inhibition, usual class: inhibitors | 220,000 tested, 2.6% active; active = well fitted inhibition curve with a large enough effect; inconclusive = small, poorly fitted or top-dose-only effect; inactive = no such curve, though single readings can be large or run the other way; also: 0% is about no effect; nearly all actives have a fitted effect of over 70% in size
# Target sequence (Q9UGL1 whole entry, looked up): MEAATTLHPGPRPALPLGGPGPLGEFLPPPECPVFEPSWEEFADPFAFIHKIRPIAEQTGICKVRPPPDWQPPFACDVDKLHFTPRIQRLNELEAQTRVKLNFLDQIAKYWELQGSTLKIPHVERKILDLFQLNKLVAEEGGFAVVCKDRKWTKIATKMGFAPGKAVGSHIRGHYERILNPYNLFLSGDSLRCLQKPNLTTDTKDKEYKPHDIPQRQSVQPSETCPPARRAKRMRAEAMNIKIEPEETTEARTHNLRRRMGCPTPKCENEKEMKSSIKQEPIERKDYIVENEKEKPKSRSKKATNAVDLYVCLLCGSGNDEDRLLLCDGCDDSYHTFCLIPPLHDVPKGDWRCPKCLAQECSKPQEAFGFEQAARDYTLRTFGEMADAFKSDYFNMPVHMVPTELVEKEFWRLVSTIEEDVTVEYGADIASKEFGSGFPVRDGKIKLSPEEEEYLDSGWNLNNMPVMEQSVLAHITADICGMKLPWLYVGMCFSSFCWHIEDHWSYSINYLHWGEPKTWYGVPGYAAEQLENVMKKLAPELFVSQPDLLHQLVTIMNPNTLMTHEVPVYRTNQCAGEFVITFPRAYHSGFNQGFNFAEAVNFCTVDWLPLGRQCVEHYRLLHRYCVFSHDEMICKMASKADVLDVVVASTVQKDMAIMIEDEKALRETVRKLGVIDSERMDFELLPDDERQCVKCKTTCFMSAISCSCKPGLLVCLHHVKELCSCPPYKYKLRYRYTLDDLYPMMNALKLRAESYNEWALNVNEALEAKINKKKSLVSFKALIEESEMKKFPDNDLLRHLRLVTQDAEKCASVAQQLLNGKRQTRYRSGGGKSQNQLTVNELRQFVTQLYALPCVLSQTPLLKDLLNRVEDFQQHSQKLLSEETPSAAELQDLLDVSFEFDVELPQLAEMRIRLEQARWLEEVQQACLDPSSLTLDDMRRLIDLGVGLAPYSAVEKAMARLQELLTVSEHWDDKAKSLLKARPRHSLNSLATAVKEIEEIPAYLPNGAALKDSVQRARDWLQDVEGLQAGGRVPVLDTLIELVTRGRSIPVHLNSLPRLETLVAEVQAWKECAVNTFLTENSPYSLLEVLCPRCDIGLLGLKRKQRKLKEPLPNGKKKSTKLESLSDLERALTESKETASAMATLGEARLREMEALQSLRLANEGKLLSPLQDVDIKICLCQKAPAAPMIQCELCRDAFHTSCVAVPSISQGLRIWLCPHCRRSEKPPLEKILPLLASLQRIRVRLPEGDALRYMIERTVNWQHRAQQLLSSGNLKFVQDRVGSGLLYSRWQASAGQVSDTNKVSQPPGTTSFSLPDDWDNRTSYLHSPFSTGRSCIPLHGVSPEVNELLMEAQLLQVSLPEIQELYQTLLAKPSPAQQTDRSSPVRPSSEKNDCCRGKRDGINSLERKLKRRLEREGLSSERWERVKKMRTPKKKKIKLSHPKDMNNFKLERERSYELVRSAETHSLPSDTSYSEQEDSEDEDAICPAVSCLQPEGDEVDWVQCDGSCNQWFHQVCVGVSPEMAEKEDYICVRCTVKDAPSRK
#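 KDM5BΔAP (200 nM final) in 50 mM HEPES pH 7.5, 0.01% Tween-20 was preincubated 10 min at RT with compound over a concentration range. Substrate mix (H3K4me3 12.5 µM, α-KG 25 µM, Fe²⁺, ascorbate, NAD⁺, FDH) was added, and NADH fluorescence change over 30 min gave dose-response curves.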
# The depositor's hits bear a star; i = inactive; ? = inconclusive; [ ] = remark or other dose. Potency is read from the fitted curve at half-maximal effect. Some of the compounds tested; count on the stated rates, not on these rows.
SMILES,KDM5B inh
CN1CCC2(C1)CN(Cc1ccccc1)c1ccc(C(=O)Nc3ccn(C)n3)cc12 (stereo not given),?
CNC(=S)N1CCc2sccc2C1C (stereo not given),9%
CC(C)Cc1ccc(C(=O)c2cccs2)cc1,20%
Cc1cn2c(=O)cc(COC(=O)c3ccc(NC(=O)C(C)Oc4ccccc4)cc3)nc2s1 (stereo not given),3%
CCOc1ccc(CC(=O)N2CCCN(c3cc(-c4ccc(OC)cc4)[nH]n3)CC2)cc1OCC,?
CS(=O)(=O)Cc1cccc(C(=O)NC(Cc2ccccc2)c2ccccc2)c1 (stereo not given),18%
Cc1ccn2c(Nc3ccc4c(c3)OCO4)c(-c3ccc(Cl)cc3)nc2c1,?
COC(=O)[C@@H](C)NC(=O)NCCCCCO,38%[activator]
Cc1ccc2nc(C3CCN(Cc4cccc(-c5cccnc5)c4)CC3)[nH]c(=O)c2c1,-11%
CC(=O)c1cccc(NC(=O)CN2C(=O)NC3(CCCCC3)C2=O)c1,15%
CCC(CO)(CO)NC(=O)c1nc(-c2cccc3[nH]ccc23)no1,-11%
COc1ccc(-c2nc(C3CC3)nc3c2CCN([S+](=O)([O-])c2c(C)noc2C)CC3)cc1,-4%[115 µM]
Cc1cc(C(=O)N[C@@H]2CCC[C@@H](C(=O)N(C)Cc3cccnc3)CC(=O)N(C)C2)no1,22%[86.2 µM]
CCc1ccccc1N(C)C(=O)c1cc2c(s1)-c1c(C)cccc1OC2,?
COCCCNC(=O)c1cc2c(=O)oc3ccc(C)cc3c2s1,-2%
CCNc1nc2ccccc2nc1C(C#N)S(=O)(=O)c1ccc(C)cc1 (stereo not given),i
O=C(/C=C/c1cccc2ccccc12)NC1CCCCC1,-13%
Cc1cccc[n+]1CCCCCCCCCC[n+]1ccccc1C,27%
Nc1cc(Cl)ccc1OCC1CCCO1 (stereo not given),4%
CCOC(=O)c1cnc(Nc2ccc(OC)cc2OC)c2ccccc12,-19%
Cc1cccc(C(=O)N2CCCC(n3cc(-c4nc(C)no4)nn3)C2)c1 (stereo not given),-12%
Cc1nnc(NC(=O)CSc2nccn2Cc2ccc(Cl)cc2)s1,-19%
N#C/C(=C\c1c(Cl)cccc1Cl)c1nc2ccccc2[nH]1,?
Fc1ccc2nc(CO[C@H]3CN(C4CCC4)C[C@H]3F)[nH]c2c1,?
Cc1ccc(Nc2cccc3ccccc23)cc1,?

# Later entries:
SMILES,KDM5B inh
CC1CCCCN1C(=O)Cn1c(=O)n(-c2ccc(Cl)cc2)c(=O)c2c3c(sc21)CCC3 (stereo not given),?
CCOC(=O)c1ccc(Nc2nnc(C)c3ccccc23)cc1,-29%
CCc1nn(CC(=O)Nc2ccc(C)cc2C)c(=O)c2cc3sccc3n12,4%
CCc1nn2c(=O)cc(COC(=O)c3cccc(NC(=O)c4cccs4)c3)nc2s1,-28%
COc1cccc(CN2CCc3nc(N(C)Cc4cccnc4)[nH]c(=O)c3CC2)c1,-6%
O=C(c1ccccc1F)N1CCCC2(C1)C(=NC1CCCC1)NC(=O)N2c1cccnc1 (stereo not given),21%[115 µM]
COc1ccc2[nH]c3c(c2c1)CCN(C)C31CCN(C(=O)Cc2ccncc2)CC1,?
O=C(c1coc(COc2ccc(F)cc2)n1)N1CCC(c2ccc(F)cc2)C1 (stereo not given),23%
COCC(=O)N[C@@H]1CN(Cc2ccccc2C)C[C@H]1CO,-19%
Cc1cc2cc(-c3c(C)noc3C)nc(-c3ccc(CO)cc3)c2o1,?
Cc1ccc(S(=O)(=O)N2CCc3cc(C(=O)NCCc4ccccc4)ccc32)cc1,-16%
C/C(=N\NC(N)=O)C1=CC(C)(C)CCC1,9%
O=S(=O)(C1CC1)N1CCn2c(nnc2-c2cncc(Br)c2)C1,0%[115 µM]
COc1ccc(-c2c(NC(=O)CC(C)C)oc3c(C)cccc3c2=O)cc1,-5%
COCC(=O)NC[C@@H]1C=C(C)[C@H](CC(=O)N2CCN(C(C)=O)CC2)C[C@H]1C(C)C,-2%[86.2 µM]
Cc1cccc(OCCCN)c1,7%
CCCCCc1ccc(C(=O)Oc2cccc(OC(=O)c3ccc(CCCCC)cc3)c2)cc1,5%
CCN(CC)c1ccc(NC(=O)c2cc(C)nc3c2c(C)nn3-c2ccc(C)cc2)c(C)c1,-16%
COc1ccc(S(=O)(=O)NC[C@H]2Cn3c(-c4ccc(F)cc4)cnc3CO2)cc1,20%[86.2 µM]
c1cn(C2CCSC2)c(-c2cc3n(n2)CCNC3)n1 (stereo not given),?
Cc1cc(C)c(NC(=O)C2CCN(S(=O)(=O)c3c(C)noc3/C=C/c3ccccc3F)CC2)c(C)c1,-13%
COc1ccccc1-c1nnc([C@H]2CCN(C3CCOCC3)C2)o1,?
Cc1cc(C)c2cc(C(=O)N3CCCC(C)C3)[nH]c2c1C (stereo not given),2%
O=C(CC1CCN(C(=O)c2ccc3nc(-c4ccccc4)oc3c2)CC1)NCCN1CCCCC1,13%
Cc1cnc(C(=O)N2C[C@@H](Oc3ccccc3)C[C@H]2C(=O)N2CCCC2)cn1,-9%

# Going on with the list:
SMILES,KDM5B inh
COCC(=O)N1CCNC[C@H]1C(=O)N[C@@H](Cc1ccc(OC)cc1)C(=O)OC,110%[activator][86.2 µM]
COC(=O)[C@@H]1Cc2ncn(Cc3ccc(Cl)cc3)c2CN1C(=O)c1ccco1,?
O=C1CC(c2ccccc2)N(C(=O)CNC(=O)c2cccs2)CCCCCN1 (stereo not given),-5%
O=C1NCC(=O)N2CCN(C(=O)c3cnnn3-c3ccccc3)CC12 (stereo not given),-21%
COc1ccc(C2(C(=O)NC3CCc4nnc(C)n4CC3)CC2)cc1 (stereo not given),-8%
CNC(=O)C1CCCCN1C(=O)Cc1nc(-c2ccccc2)oc1C (stereo not given),-11%
COc1cccc(NC(=O)CSC2=Nc3ccccc3C3=NC(CC(=O)NCc4ccccc4OC)C(=O)N23)c1 (stereo not given),?
CCc1noc(-c2cn(C3CCN(C(=O)c4ccc(OC)c(F)c4)C3)nn2)n1 (stereo not given),0%
COCCNC(=O)C(C)[C@@H]1CCc2c(C)cc(OCCOC)c(C)c2[C@@H]1O (stereo not given in full),?
O=C1Cc2c(-c3cccc4ccccc34)n[nH]c2CN1Cc1ccccn1,?
C=CCNc1nc(C(=O)OCc2ccc(C#N)cc2F)cs1,3%
CCN(C1CCOCC1)C1CN(C(=O)c2ccccn2)C1,-27%
CC(C)OCCCNC(=O)CN1C(=O)c2ccccc2Sc2ncccc21,2%
CC(C)c1c(C(=O)NCc2cccnc2N2CCOCC2)cnn1-c1ccc(F)cc1,2%
Cc1cccc(N=Cc2ccccc2[N+](=O)[O-])c1,?
O=C(NCCOc1ccccc1)c1cnc2n1CCN(Cc1c[nH]c3ccccc13)CC2,-17%[86.2 µM]
O=C(OCc1ccccc1)N1CCC(Oc2cnc3c(ccn3-c3cncnc3)c2)CC1,?
O=C(NCC(=O)N(c1ccc(Cl)cc1)C(C(=O)NC1CCCC1)c1cccnc1)c1ccco1 (stereo not given),-13%
CN(C)S(=O)(=O)c1cccc(NC(=O)CC23CC4CC(CC(C4)C2)C3)c1,-3%
COc1cc(/C=N/Nc2ccccc2)ccc1O,-6%
CC(=O)NNC(=S)Nc1cccc(F)c1,10%
COC(=O)[C@@H]1Cc2nc[nH]c2CN1Cc1cc2ccccc2o1,?
COc1cc2[nH]c(C(=O)NCCCN(C)C)cc2c(OC)c1OC,190%[activator]
Cc1nn(-c2ccccc2)c2c1N(CC(=O)N1CCN(c3ccc(Cl)cc3)CC1)C(=O)CS2,0%
CCOc1ccc(N(CC)S(=O)(=O)N2CCCC(C(=O)Nc3ccc(NC(C)=O)cc3)C2)cc1 (stereo not given),3%

# Additional entries follow.
SMILES,KDM5B inh
CCOc1ccc(CN2CCNC(=O)C2CC(=O)NCc2cc(C)n(C)n2)cc1 (stereo not given),?
CCn1nnc2cc(C(=O)Nc3nc(-c4ccc5c(c4)CC(=O)N5)cs3)ccc21,18%
COc1ccc2nc(NC(=O)Nc3ccc(C)cc3)sc2c1,7%
CCc1nc2c(c(-c3ccc(O)cc3)n1)CCN(C(=O)c1ccc(F)cc1)CC2,3%
O=C(CCc1c[nH]c2ccccc12)NCCc1c[nH]c2ccccc12,-9%
O=C(NC1CCCC1)N1CCC(c2noc(-c3ccccc3)n2)C1 (stereo not given),-8%
COCCOc1ccc2c(n1)CCN(C(=O)c1ccc(OC)c(OC)c1)C2,4%
O=C(c1cccnc1)N1CCCC2(CNc3ccccc3[S+](=O)([O-])N2)C1 (stereo not given),-7%
COC(=O)C1=C(N)OC2=C(C(=O)CCC2)C1c1ccc(Cl)cc1Cl (stereo not given),-3%
COc1ccc(/C=N/Nc2nc(C)nc(N)n2)cc1,-16%
O=C(Nc1ccc(Oc2ccccc2)cc1)N[C@H]1CO[C@H]2[C@@H]1OC[C@@H]2Nc1nccc(-c2ccc(-c3ccccc3)cc2)n1,7%
Cc1cc(C(=O)COC(=O)c2cccnc2Cl)c(C)n1C,22%
CN1C(=O)CCC2(CNC(=O)c3ccoc3)CCC=C12 (stereo not given),-13%
CC(=O)Nc1ccc(NC(=O)Cn2ccc3ccc(Cl)cc32)cc1,-13%
COc1ccc(OC)c(NC(=O)Cn2c(=O)n(-c3ccccc3)c(=O)c3c2cc(C)n3C)c1,24%
CCOC(=O)c1ccc(Nc2nn3c(=O)c4ccccc4nc3s2)cc1,-9%
CN1c2cc(C(=O)Nc3ccc(S(N)(=O)=O)cc3)ccc2C(=O)N2CCCCC21 (stereo not given),?
CCc1nc(C)c(C(=O)N2CC[C@@](O)(COC)C(C)(C)C2)s1,-5%
COc1ccc(CCNC(=O)CNS(=O)(=O)c2ccc(Br)cc2)cc1,-3%
CCOCCCNC(=O)c1ccc(-n2c(-c3ccccc3)cc3c2CCCCC3)cc1,?
COc1ccc(-c2noc([C@@H]3CCCN3Cc3ccc(S(C)(=O)=O)cc3)n2)cn1,-21%[86.2 µM]
Cc1ccc(-c2nc(N3CCOCC3)nc3ccccc23)cc1,-9%
Cc1ccc(C(=O)NCCn2cccc2-c2nc(-c3ccc4c(c3)OCO4)no2)cc1C,?
CCOC(=O)c1c(C)n(C)c2ccc(OC(C)=O)cc12,8%
Cc1cc(C)c2c(N)c(C#N)sc2n1,?

# Following part
SMILES,KDM5B inh
CCOCCc1nn2c(=O)cc(COC(=O)c3ccccc3NC(=O)C3CCCCC3)nc2s1,-1%
CC(=O)c1cccc(NC(=O)Cn2cccc2-c2nc(-c3ccc4c(c3)OCO4)no2)c1,-5%
Cc1nc(CCNC(=O)CCC2CCCC2)no1,8%
O=S(=O)(NC[C@H]1O[C@@H](CO)[C@@H](O)[C@H]1N1CCN(c2ccc(F)cc2)CC1)c1ccc(F)cc1,-7%
COc1cc(OCc2ccccc2)c(C(=O)/C=C/c2ccc3c(c2)OCO3)c(OC)c1OC,-8%
COC(=O)Nc1ccc2ccccc2c1,-2%
COc1ccc2c(C)c(CCC(=O)Nc3ccccc3N3CCCC3)c(=O)oc2c1,-29%
CC(OC(=O)c1ccc(F)c(S(=O)(=O)N2CCOCC2)c1)C(=O)NCC1CCCCC1 (stereo not given),-5%
CC(=O)N1CCOc2ccc(CCC(=O)NCCc3ccccn3)cc2C1,12%
CCNc1nc(SCC(=O)NC(=O)NC)nc2ccccc12,-16%
COc1ccc(Nc2nc(-c3cccc(OC)c3OC)no2)cc1,28%
O=C1CC2(CCN(C(=O)c3ccc4c(c3)OCO4)CC2)Oc2ccccc2N1,20%
Cc1ccc(-c2cc(C(=O)N3CCN(c4ccccc4O)CC3)c3ccccc3n2)o1,150%[activator]
NC(=O)C1CCCCC1=O (stereo not given),6%
COc1ccccc1-n1cnnc1SCC(=O)c1ccc2c(c1)CCCC2,2%
FC(F)(F)c1ccc(N2C3CCC2CN(Cc2cccs2)C3)cc1,?

# Part of the list above in another layout:
canonical_smiles	KDM5B inh
Cc1ccc(-c2nc(N3CCOCC3)nc3ccccc23)cc1	-9%
Cc1ccc(C(=O)NCCn2cccc2-c2nc(-c3ccc4c(c3)OCO4)no2)cc1C	?
CCOC(=O)c1c(C)n(C)c2ccc(OC(C)=O)cc12	8%
Cc1cc(C)c2c(N)c(C#N)sc2n1	?
CCOCCc1nn2c(=O)cc(COC(=O)c3ccccc3NC(=O)C3CCCCC3)nc2s1	-1%
CC(=O)c1cccc(NC(=O)Cn2cccc2-c2nc(-c3ccc4c(c3)OCO4)no2)c1	-5%
Cc1nc(CCNC(=O)CCC2CCCC2)no1	8%
O=S(=O)(NC[C@H]1O[C@@H](CO)[C@@H](O)[C@H]1N1CCN(c2ccc(F)cc2)CC1)c1ccc(F)cc1	-7%
COc1cc(OCc2ccccc2)c(C(=O)/C=C/c2ccc3c(c2)OCO3)c(OC)c1OC	-8%
COC(=O)Nc1ccc2ccccc2c1	-2%
COc1ccc2c(C)c(CCC(=O)Nc3ccccc3N3CCCC3)c(=O)oc2c1	-29%
CC(OC(=O)c1ccc(F)c(S(=O)(=O)N2CCOCC2)c1)C(=O)NCC1CCCCC1 (stereo not given)	-5%
CC(=O)N1CCOc2ccc(CCC(=O)NCCc3ccccn3)cc2C1	12%
CCNc1nc(SCC(=O)NC(=O)NC)nc2ccccc12	-16%
COc1ccc(Nc2nc(-c3cccc(OC)c3OC)no2)cc1	28%
O=C1CC2(CCN(C(=O)c3ccc4c(c3)OCO4)CC2)Oc2ccccc2N1	20%
Cc1ccc(-c2cc(C(=O)N3CCN(c4ccccc4O)CC3)c3ccccc3n2)o1	150%[activator]
